Tau fibril ThT = qHTS for Inhibitors of Tau Fibril Formation, Thioflavin T Binding. Potency, µM (top dose mostly 57.4 µM), without a hit: top-dose activity, negative = inhibition, most hits filed as inhibitors. 270,000 compounds, 2.1% hits. recombinant tau K18 P301L, heparin-induced fibrillization, ThT fluorescence; note: % is set by controls: 0 for no effect and ±100 for the full control effect; nearly all actives have a fitted effect of over 55% in size
Target sequence (P10636 561-689 P618L limits assumed): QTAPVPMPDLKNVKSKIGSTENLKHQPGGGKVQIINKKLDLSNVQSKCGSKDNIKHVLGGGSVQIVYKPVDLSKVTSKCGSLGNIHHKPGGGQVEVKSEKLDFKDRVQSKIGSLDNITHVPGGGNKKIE
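Aggregation was driven by heparin (20 uM final) acting on recombinant tau […] bearing P301L in 100 mM sodium acetate pH 7; fibrils were detected with Thioflavin T.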
TexasRed fluor = Total Fluorescence Counterscreen for Inhibitors of the Interaction of Thyroid Hormone Receptor and Steroid Receptor Coregulator 2 | TRb/SRC2 Texas Red total fluorescence interference | Potency, µM (highest dose often 106 µM), for the others: at the top dose fluorescence change, negative = quenching | 280,000 compounds, 0.29% hits | AID 1479, 2009; active = well fitted curve in either direction with a large enough effect; inconclusive = small, poorly fitted or top-dose-only effect; note: % is set by controls: 0 for no effect and ±100 for the full control effect
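Human TRb ligand-binding domain at 0.6 uM with 20 nM Texas Red SRC2 peptide in Tris buffer containing 1 uM T3 and 5% DMSO, incubated with compound 5 h at ambient temperature. Total fluorescence (555/632 nm) calculated as parallel + 2 × perpendicular.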
L3MBTL1 inh = qHTS Assay for the Inhibitors of L3MBTL1. Lethal(3)malignant brain tumor-like protein 1 (Homo sapiens), Q9Y468. AlphaScreen L3MBTL1–H3K9me1 peptide binding. Potency, µM (titrated, usually from 57.1 µM), inactives show at the top dose activity, negative = inhibition, hits mostly inhibitors. 230,000 compounds, 0.66% hits. AID 485360, 2010; note: % is set by controls: 0 for no effect and ±100 for the full control effect; nearly all actives have a fitted effect of over 60% in size
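Displacement of a biotinylated histone H3(1-15) peptide monomethylated at Lys9 (75 nM) from L3MBTL1 (50 nM) was measured by AlphaScreen after a 30 min room-temperature compound incubation; cefsulodin titration served as intraplate control.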
HTT cytoprotect = qHTS Multiplex Assay to Identify Dual Action Probes in a Cell Model of Huntington: Cytoprotection (ATP); PC12 HTT-Q103 induced, cytoprotection, ATP luminescence, 40 h; Potency, µM (titrated, usually from 56.4 µM), without a hit: cytoprotection (ATP increase), most hits filed as activators; 230,000 compounds, 0.14% hits; AID 1471, 2008;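 note: % of control where 0% means no effect; nearly all actives have a fitted effect of over 45% in size; toxic huntingtin expression switched on by the ecdysone agonist tebufenozide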
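Huntington model: PC12 line, ecdysone-inducible HTTQ103 exon1–GFP, tebufenozide 100 nM. Test articles in a dose series. Endpoint luminescence from cellular ATP.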
Tau fluor cs = Counterscreen qHTS for Inhibitors of Tau Fibril Formation, Fluorescence Polarization; tau K18 P301L Alexa594 fluorescence, heparin fibrillization; Potency, µM (titrated, usually from 57.7 µM), for inactives: at the top dose activity change, negative = decrease; 280,000 compounds, 0.93% hits; note: % is set by controls: 0 for no effect and ±100 for the full control effect; nearly all actives have a fitted effect of over 55% in size
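Human tau K18 P301L (15 uM unlabeled, 0.24 uM Alexa 594-labeled) in 100 mM sodium acetate pH 7 with 20 uM heparin, 6 hr at 37 C. ThT 30 uM added, 1 hr ambient; Alexa 594 FP and total fluorescence read at 555/632 nm.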
Tau fibril FP = qHTS for Inhibitors of Tau Fibril Formation, Fluorescence Polarization; 280,000 compounds, 0.39% hits; Microtubule-associated protein tau (Homo sapiens), P10636; K18 P301L tau heparin fibrillization, Alexa594 FP, 6 h; Potency, µM (series often up to 57.7 µM), for inactives: at the top dose activity, negative = inhibition, most hits filed as inhibitors; note: % is set by controls: 0 for no effect and ±100 for the full control effect; nearly all actives have a fitted effect of over 55% in size
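Read-out: fluorescence polarization of Alexa 594-labeled tau (0.24 uM), 555 nm excitation, 632 nm emission. Mixtures held 15 uM unlabeled K18 P301L, compound and 20 uM heparin, pH 7 acetate buffer, incubated 6 hr at 37 C.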
RECQ1 helicase = qHTS Assay for Inhibitors of RecQ-Like Dna Helicase 1 (RECQ1); 240,000 compounds, 0.54% hits; RECQ1 DNA unwinding, red fluorescence kinetic read; Potency, µM (top dose mostly 57.3 µM), for inactives: top-dose activity, negative = inhibition, most hits filed as inhibitors; ATP-dependent DNA helicase Q1 (Homo sapiens), P46063;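 note: plate controls were vehicle for no effect and no enzyme for full effect; nearly all actives have a fitted effect of over 30% in size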
Target sequence (P46063 whole entry, looked up): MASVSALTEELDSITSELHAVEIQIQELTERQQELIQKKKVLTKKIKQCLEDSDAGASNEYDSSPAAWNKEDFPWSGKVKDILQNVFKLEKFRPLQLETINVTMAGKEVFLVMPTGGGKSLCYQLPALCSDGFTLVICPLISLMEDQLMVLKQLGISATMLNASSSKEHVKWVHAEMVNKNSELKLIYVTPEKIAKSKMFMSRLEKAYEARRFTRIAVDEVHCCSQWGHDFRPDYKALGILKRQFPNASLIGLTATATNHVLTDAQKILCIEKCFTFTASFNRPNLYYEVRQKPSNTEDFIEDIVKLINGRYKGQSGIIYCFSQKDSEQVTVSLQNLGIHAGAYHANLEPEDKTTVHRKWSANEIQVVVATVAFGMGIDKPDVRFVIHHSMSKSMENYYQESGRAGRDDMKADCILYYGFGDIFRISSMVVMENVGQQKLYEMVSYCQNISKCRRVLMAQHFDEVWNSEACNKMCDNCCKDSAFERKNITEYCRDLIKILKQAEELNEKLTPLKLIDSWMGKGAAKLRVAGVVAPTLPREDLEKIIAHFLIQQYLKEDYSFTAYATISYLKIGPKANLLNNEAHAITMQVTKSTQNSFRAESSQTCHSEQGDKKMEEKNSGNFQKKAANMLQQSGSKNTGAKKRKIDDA
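RECQ1T1 50 nM; forked duplex (20 bp + 30-nt ss tails) 200 nM, ATP 2 mM final; pH 8.0, 2 mM MgCl2, 2.5 ug/ml poly(dI-dC); 15 min compound preincubation; discontinuous kinetic read over 2 h at RT.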
TRb-SRC2 inh = qHTS for Inhibitors of the Interaction of Thyroid Hormone Receptor and Steroid Receptor Coregulator 2 | Potency, µM (titrated, usually from 106 µM), without a hit: at the top dose activity change, negative = inhibition, most hits filed as inhibitors | TRbeta-SRC2 peptide binding, fluorescence polarization; receptor liganded with 1 µM T3 | 280,000 compounds, 0.065% hits | AID 1469, 2008;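 note: plate controls were bound peptide for no effect and peptide without receptor for full effect; nearly all actives have a fitted effect of over 50% in size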
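Polarization signal, normalized between peptide-alone and full complex controls, measured compound effects on T3-liganded human TRb LBD (0.6 uM) binding 20 nM Texas Red SRC2 peptide after 5 hr.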
* marks the source's active call; other numbers are inactive results; i = inactive; u = inconclusive; x = no result given; & = joins results of further samples; [ ] = remark or other dose. Unless noted, calls come from the whole dose curve; as a rule, active = well fitted curve in the direction sought with a large enough effect; inconclusive = small, poorly fitted or top-dose-only effect, or another doubt; inactive = no such curve, though single readings can be large; an effect the other way counts as inactive or inconclusive. Potency is the fitted concentration of half-maximal effect.

Every second line gives: Tau fibril ThT, TexasRed fluor, L3MBTL1 inh, HTT cytoprotect, Tau fluor cs, Tau fibril FP, RECQ1 helicase, TRb-SRC2 inh
> NNC(=O)c1cc2ccccc2cc1O
 : u, -26.5%, 15.0%, -12.9%[10 µM], u, -2.3%, -12.9%, 0.9%
> O=C(Nc1ccc(S(=O)(=O)N2CCCCCC2)cc1)C1CCCO1 (configuration not stated)
 : -0.5%, -0.2%, 12.2%, -15.6%[0.074 µM], -5.9%, -3.0%, -6.5%, 1.3%
> CC(C)C(=O)Nc1c(-c2cccs2)c(=O)c2ccccc2n1C
 : -21.2%, -2.9%, x, 20.1%, -10.6%, -3.0%, i, 4.3%
> CCO[C@H]1OC(C(=O)O)=C[C@@H](c2ccc(C(F)(F)F)cc2)[C@@H]1CCCO
 : 0.4%, 0.0%, 5.8%, 1.2%[10 µM], 0.8%, 8.3%, -4.7%, 0.2%
> O=C1CC(N2CCN(Cc3ccccc3)CC2)C(=O)N1c1ccccc1 (configuration not stated)
 : -5.5%, -1.1%, x, -7.3%, -3.4%, -4.1%, -2.5%, -12.8%
> O=C(Cn1c(=O)oc2ccccc21)Nc1ccc2c(c1)OCCO2
 : -0.7%, -4.9%, 2.4%, 6.5%, 3.3%, 7.1%, -3.6%, -4.0%
> O=C(CCCC(=O)OCC(Cl)=C(Cl)Cl)Nc1ccccc1F
 : -3.2%, 0.8%, 11.5%, -4.3%[10 µM], -14.2%, -1.6%, -8.7%, 17.7%
> Cc1noc(C)c1CSCC(=O)Nc1nc2ccc(Oc3ccccc3)cc2s1
 : u, 0.2%, x, -28.8%, u, u, -16.8%, 5.7%
> Cc1nn(Cc2c(Cl)cccc2Cl)c(C)c1NC(=O)c1sc2ccccc2c1Cl
 : -13.0%, -2.7%, x, -54.5%[inhibitor], -10.4%, -3.7%, -2.6%, 10.1%
> COc1cc(NC(=O)Cn2c(C)cc3ccccc3c2=O)cc(OC)c1OC
 : 6.9%&-11.1%, -1.5%&1.5%, 0.8%, 6.6%, -5.2%&-10.2%, -10.6%&-0.3%, -4.3%, 0.2%&-1.8%
> CCOC(=O)/C(C#N)=N\Nc1cc(Cl)ccc1OC
 : 15.2%, -1.2%, -2.9%, -8.7%[10 µM], -10.9%, -14.1%, -0.1%, 0.7%
> O=C(CN1C(=O)C2CC=CCC2C1=O)OCc1cc(=O)n2cc(Br)ccc2n1 (configuration not stated)
 : -13.0%, 1.4%, x, u, -9.4%, -11.0%, -4.7%, 2.1%
> O=C(NCCc1csc(-c2ccc(F)cc2)n1)c1cccc(F)c1
 : u, -3.2%, x, x, -29.1%, -12.2%, x, -0.4%
> COC(=O)c1ccccc1S(=O)(=O)Nc1ccc(OC)nc1
 : -12.8%, 0.0%, x, -7.1%, -9.4%, -3.9%, i, 1.1%
> CC(C)C(=O)Nc1ccc(NC(=O)c2cccs2)cn1
 : -10.3%, -0.6%, 1.7%, -8.3%[10 µM], -1.7%, -2.3%, -13.8%, -5.2%
> COC(=O)c1ccc(CSc2nnc3n(Cc4ccccc4OC)c(=O)c4ccccc4n23)o1
 : u, -3.9%, -4.6%, 14.3%, -15.6%, -5.0%, -7.6%, -7.6%
> CCOC(=O)CC(=O)CSc1ccc2nnc(-c3cccc(F)c3)n2n1
 : -17.1%, 0.1%, -0.8%, -15.9%, -13.6%, -5.1%, -17.7%, -3.9%
> Cc1ccc(CN2CCN(Cc3nc4c(s3)CCCC4)CC2CCO)cc1 (configuration not stated)
 : -10.5%, -0.9%, -5.1%, 10.5%[10 µM], -11.6%, -6.2%, -2.9%, 0.1%
> O=C1/C(=C/c2cccnc2)Oc2cc(OS(=O)(=O)c3ccc(F)cc3)ccc21
 : -25.4%, -6.7%, x, 3.9%[10 µM], -10.1%, -2.4%, -11.5%, -0.5%
> CC1(C)SC(=S)N(/N=C/c2ccccc2)C1N(O)C(=O)Nc1ccc([N+](=O)[O-])cc1 (configuration not stated)
 : 11.0%, -1.9%, -2.8%, -7.6%[10 µM], 5.9%, 5.1%, 0.7%, 11.2%

Whole records from above. Order of values: Tau fibril ThT, TexasRed fluor, L3MBTL1 inh, HTT cytoprotect, Tau fluor cs, Tau fibril FP, RECQ1 helicase, TRb-SRC2 inh
`O=C(CCCC(=O)OCC(Cl)=C(Cl)Cl)Nc1ccccc1F` is listed with -3.2%, 0.8%, 11.5%, -4.3%[10 µM], -14.2%, -1.6%, -8.7%, 17.7%
`O=C1/C(=C/c2cccnc2)Oc2cc(OS(=O)(=O)c3ccc(F)cc3)ccc21` is listed with -25.4%, -6.7%, x, 3.9%[10 µM], -10.1%, -2.4%, -11.5%, -0.5%
`CCOC(=O)/C(C#N)=N\Nc1cc(Cl)ccc1OC` is listed with 15.2%, -1.2%, -2.9%, -8.7%[10 µM], -10.9%, -14.1%, -0.1%, 0.7%

The list continues.
Every second line gives: Tau fibril ThT, TexasRed fluor, L3MBTL1 inh, HTT cytoprotect, Tau fluor cs, Tau fibril FP, RECQ1 helicase, TRb-SRC2 inh
> O=c1c2ccccc2nc(-c2ccoc2)n1CCc1ccccc1
 : -0.3%, -5.5%, 1.3%[11.4 µM], -0.5%, -0.9%, 4.9%, -3.7%, 10.1%
> Cc1ccc(-n2cc(CNCCN3CCOC3=O)c(-c3ccc(F)cc3)n2)cc1
 : -16.8%, 0.6%, -18.0%, -56.0%[inhibitor], -19.3%, -8.2%, 6.8%, 11.0%
> O=C(Nc1cccc(F)c1)N1CC=C(c2ccc(Cl)cc2)CC1
 : u, -1.9%, x, -16.7%, u, u, i, 3.3%
> COC(=O)C1CSc2[nH]c(=O)sc2C1c1ccc(O)c(OC)c1 (configuration not stated)
 : 1.7%, 0.2%, x, 4.2%, 2.5%, 5.1%, -7.0%, 7.2%
> COc1ccc2[nH]cc(/C=C(/C#N)S(=O)(=O)c3ccccc3)c2c1
 : u, -4.3%, x, 6.9%[10 µM], 25.1µM*[quencher], 28.2µM*, -10.1%, -4.3%
> CCOC(=O)c1c(NC(=O)COc2cccc(C)c2C)sc2c1CCCCC2
 : u, -2.0%, x, x, -14.4%, -11.7%, x, 3.5%
> CCCCNC(=O)C(CC)Sc1nnc(-c2cccc(F)c2)c(-c2cccc(F)c2)n1 (configuration not stated)
 : -7.6%, -0.3%, x, x, -14.9%, -3.1%, x, -1.0%
> COc1ccc(-c2nc(CS(=O)CC(=O)NCCc3ccc(Cl)cc3)c(C)o2)cc1OC (configuration not stated)
 : -15.9%, 0.1%, x, x, -8.0%, -4.4%, x, -5.4%
> Clc1cccc(Nc2ncnc3ccc(Br)cc23)c1
 : -6.1%, -1.4%, 23.1%, -52.0%[inhibitor], u, -14.4%, -21.3%, -18.6%
> CCOCCCNS(=O)(=O)c1ccc(Br)cc1
 : 2.7%, -1.5%, 4.1%, 9.5%, -6.0%, 2.8%, -1.6%, -0.1%
> COCCCn1cnnc1SCc1nc2sc(C(C)=O)c(C)c2c(=O)[nH]1
 : x, -1.7%, x, -9.9%[10 µM], -9.4%, 9.6%, 12.7%, 2.3%
> COc1cc(CNCCc2ccccc2)ccc1OCc1ccc(Cl)nc1
 : 2.1%, 0.6%, x, 6.8%, -5.8%, 0.5%, -2.3%, -4.0%
> O=C1c2ccccc2C(=O)N1CCCCN(C(=O)c1cc2ccccc2oc1=O)c1ccc(F)cc1F
 : 1.3%, 0.8%, -1.7%, 0.0%[10 µM], -12.5%, 3.0%, -3.1%, -0.8%
> O=C(CSc1nc2ccccc2n1Cc1cccc(F)c1)N1CCN(c2ccc(F)cc2)CC1
 : u, -5.5%, x, x, -23.4%, 2.1%, x, 9.9%
> CC1NC(=O)NC1CCCCCC(=O)NCCc1ccccc1 (configuration not stated)
 : -9.2%, 2.7%, 1.41µM*, -0.1%, 10.8%, 2.7%, -13.8%, -19.9%
> COc1ccc(/C=C/C(=O)NC(=S)NN2CCCCC2c2cccnc2)cc1 (configuration not stated)
 : -17.6%, 0.6%, 3.4%, 3.2%[10 µM], -13.6%, -6.4%, -1.6%, 4.6%
> O=C(Nc1cccc([N+](=O)[O-])c1)c1ccn[nH]1
 : -14.9%, -3.4%, x, -5.2%, -13.2%, -5.5%, -4.3%, -2.9%
> COc1ccc(NC(=O)c2cc([N+](=O)[O-])nn2Cc2ccccc2)c(C)c1
 : -1.0%, 0.7%, -0.9%, -30.2%, -16.8%, 5.3%, -15.9%, -1.4%
> COc1ccccc1Nc1ncc2c(n1)CCN(Cc1ccc(C)s1)C2
 : 6.6%, -0.6%, x, x, 0.8%, 6.5%, x, -6.6%
> Cc1ccc(C)c(N2CCN(C(=O)c3ccc4c(c3)N(Cc3ccc(F)cc3)C(=O)c3ccccc3S4=O)CC2)c1 (configuration not stated)
 : -17.5%, -2.5%, x, x, -19.6%, -6.1%, x, 0.0%

More compounds follow:
Every second line gives: Tau fibril ThT, TexasRed fluor, L3MBTL1 inh, HTT cytoprotect, Tau fluor cs, Tau fibril FP, RECQ1 helicase, TRb-SRC2 inh
> COCc1cc(C)n(CC(=O)Nc2c(C)cccc2C)c(=O)c1C#N
 : 2.0%, -3.7%, 7.6%, 24.5%[10 µM], 5.4%, 4.2%, i, 2.9%
> CCc1c(C(=O)Nc2cc(C)cc(C)c2)[nH]c(C)c1C(C)=O
 : u, 1.0%, x, -31.4%, u, -15.9%, -8.1%, 11.9%
> O=C(NCCSCc1ccccc1)c1cc(S(=O)(=O)N2CCOCC2)ccc1F
 : 1.1%, 1.9%, 0.9%, -11.4%, -7.2%, -0.2%, -3.3%, 2.6%
> CC(C)(C)c1ccc(C(=O)NNC(=S)NCc2ccco2)cc1
 : -5.0%, -3.7%, -4.7%, 14.1%[10 µM], -2.1%, 3.2%, -7.9%, -4.4%

Some of the compounds tested; rates above refer to the full screens.
